ELG1 genotoxic = genotoxicity induction in ELG1-luciferase HEK293T cells; HEK293T ELG1-luciferase reporter, luminescence, 16 h; Potency, µM (titrated, usually from 46 µM), for inactives: at the top dose activity change, positive = activation, usual class: activators; 330,000 tested, 1.3% active; AID 504466; note: potency is the fitted concentration of half-maximal effect; % of control where 0% means no effect; nearly all actives have a fitted effect of over 60% in size
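Genotoxicity was scored as increased ELG1-luciferase reporter signal, measured by ONE-Glo luminescence (30 min, room temperature). Compound or vehicle exposure of the HEK293T reporter cells lasted 16 hr at 37°C.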
p53 reactivator = re-activators of mutant p53 | H1299 p53-A138V BP100-luciferase reporter, luminescence, 24 h | Potency, µM (titrated, usually from 92.2 µM), for inactives: at the highest dose activity change, positive = activation, hits mostly activators | 320,000 tested, 0.063% active | AID 504706; note: potency is the fitted concentration of half-maximal effect; % of control where 0% means no effect; nearly all actives have a fitted effect of over 45% in size
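H1299 (p53-null), stable ts p53-A138V + BP100-Luc; 1000 cells/well, Opti-MEM/10% FBS; cpd 4 pt, 1:5; 24 h, 37 deg C, 5% CO2; detection reagent 10 min RT; luminescence.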
RORgamma inh = inhibitors of mouse ROR gamma transcriptional activity; P51450; Drosophila S2 Gal4-RORgamma UAS-luciferase reporter, 20 h; Potency, µM (titrated, usually from 53.6 µM), for the others: top-dose activity change, negative = inhibition, actives largely listed as inhibitors; 310,000 tested, 5.4% active; AID 2551; note: potency is the fitted concentration of half-maximal effect; % is set by controls: 0 for no effect and ±100 for the full control effect; nearly all actives have a fitted effect of over 60% in size
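Read-out: Photinus luciferase luminescence; inhibitors lower reporter signal. Insect Schneider cells with Gal4-ROR gamma fusion under metallothionein promoter, UAS reporter; 700 uM final copper sulfate induction, 20 hr, ambient temperature.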
Gal4-VP16 FLuc = Gal4-VP16 reporter inhibition counter-screen. Drosophila S2 Gal4-VP16 UAS-luciferase, luminescence, 20 h. 310,000 tested, 3.5% active. Potency, µM (top dose mostly 53.6 µM), inactives show top-dose activity, negative = inhibition, actives largely listed as inhibitors. AID 2546;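 note: Gal4-VP16 expression switched on by copper sulfate through the metallothionein promoter; potency is the fitted concentration of half-maximal effect; % is set by controls: 0 for no effect and ±100 for the full control effect; nearly all actives have a fitted effect of over 50% in size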
FLuc counter = inhibits or activates purified firefly luciferase, miR-21 counter-screen. 360,000 tested, 6.9% active. P08659. purified FLuc, Km substrates, luminescence inhibition. AID 588342. Potency, µM (highest dose often 57.5 µM), without a hit: at the highest dose activity change, negative = inhibition, most hits filed as inhibitors;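 note: potency is the fitted concentration of half-maximal effect; plate controls were vehicle for no effect and reference inhibitor for full effect; nearly all actives have a fitted effect of over 55% in size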
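Biochemical qHTS of compounds, final roughly 60 µM downward over six points, against 10 nM purified firefly luciferase using Km concentrations of substrates (10 uM D-luciferin, 10 uM ATP) in Tris acetate pH 7.5 buffer; luminescence output.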
TRPV1 agonist = human TRPV1 agonism. Q8NER1. TRPV1-expressing cells, Fluo-8 calcium influx, agonist mode. activation, % at 8.33 µM. 320,000 tested, 0.19% active. AID 540275; in the data active = activation above about 80%; inconclusive = between about 30% and that limit; note: 0% is about no effect
Target sequence (Q8NER1 whole entry, looked up): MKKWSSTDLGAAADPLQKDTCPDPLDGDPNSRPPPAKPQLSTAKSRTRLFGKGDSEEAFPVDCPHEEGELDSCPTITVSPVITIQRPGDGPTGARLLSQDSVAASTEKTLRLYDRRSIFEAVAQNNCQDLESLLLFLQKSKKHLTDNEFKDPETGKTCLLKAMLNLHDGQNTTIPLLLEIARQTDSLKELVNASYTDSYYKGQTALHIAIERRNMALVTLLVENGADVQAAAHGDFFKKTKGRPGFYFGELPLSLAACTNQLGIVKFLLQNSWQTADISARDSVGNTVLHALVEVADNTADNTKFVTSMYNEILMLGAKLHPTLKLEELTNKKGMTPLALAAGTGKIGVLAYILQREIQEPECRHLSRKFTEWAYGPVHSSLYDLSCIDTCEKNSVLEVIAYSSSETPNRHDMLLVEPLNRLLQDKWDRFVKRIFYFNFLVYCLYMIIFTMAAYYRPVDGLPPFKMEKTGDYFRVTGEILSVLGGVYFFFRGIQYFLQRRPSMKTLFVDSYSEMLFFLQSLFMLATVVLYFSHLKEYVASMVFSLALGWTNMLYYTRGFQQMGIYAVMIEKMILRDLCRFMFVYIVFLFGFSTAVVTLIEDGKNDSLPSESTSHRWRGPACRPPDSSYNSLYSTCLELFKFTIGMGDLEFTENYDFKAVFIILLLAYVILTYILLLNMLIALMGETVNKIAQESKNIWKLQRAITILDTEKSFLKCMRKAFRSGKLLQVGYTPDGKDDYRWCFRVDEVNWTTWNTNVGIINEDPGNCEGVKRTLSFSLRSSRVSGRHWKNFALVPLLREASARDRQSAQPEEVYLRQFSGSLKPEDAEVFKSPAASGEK
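TRPV1-expressing cells were cultured overnight at 35.5C and loaded with Fluo-8 calcium dye for 40 to 90 min at room temperature. After a 10 s baseline, compound was added and calcium influx was read kinetically for 3 min (ex 480/em 520 nm).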
ELG1 repair inh = blocks ELG1-dependent DNA repair in HEK293T cells. 330,000 tested, 2.3% active. HEK293T ELG1-luciferase reporter, luminescence, 16 h; DNA damage induced by 5-fluorouridine. Potency, µM (highest dose often 46.1 µM), without a hit: top-dose activity change, negative = inhibition, actives largely listed as inhibitors. AID 504467; note: potency is the fitted concentration of half-maximal effect; % is set by controls: 0 for no effect and ±100 for the full control effect; nearly all actives have a fitted effect of over 55% in size
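Overnight (16 hr) co-exposure of 2,000 cells/well to 5-fluorouridine and compound at 37 °C preceded detection. Luciferase was quantified via ONE-Glo luminescence; loss of signal denotes inhibition.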
NPC1 promoter act = activators of NPC1 promoter | Huh7 NPC1 promoter luciferase reporter, 24 h | Potency, µM (doses to about 9.22 µM), inactives show at the highest dose activation, actives largely listed as activators | 320,000 tested, 2.4% active;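 note: potency is the fitted concentration of half-maximal effect; % of control where 0% means no effect; nearly all actives have a fitted effect of over 60% in size; reporter is driven by a mutant NPC1 promoter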
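Quantitative HTS used a cell-based reporter: Huh7 cells stably bearing the NPC1 promoter upstream of luciferase were treated with compounds for 24 h, and promoter activation was read as luminescence.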
BRCA1 expr up = activators of BRCA1 expression; MCF7-BRCA1-FFLuc reporter, luminescence, 48 h; response scale: scaled: vehicle 0%, 10 µM genistein 100%; Potency, µM (doses to about 46.1 µM), for the others: top-dose activation, usual class: activators; 380,000 tested, 1.1% active; note: potency is the fitted concentration of half-maximal effect; nearly all actives have a fitted effect of over 80% in size; some results filed as inactive show a strong effect at the top dose
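Quantitative HTS in MCF7 cells stably reporting BRCA1 expression via firefly luciferase. Compound treatment lasts 48 h at 37 °C in phenol-red free MEM. Activation is expressed relative to genistein at 10 microM and DMSO.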
Tb PFK block = inhibitors of T. brucei phosphofructokinase; 330,000 tested, 0.17% active; AID 485367; T. brucei PFK, ADP-Glo luminescence; O15648; Potency, µM (series often up to 57.5 µM), for inactives: at the highest dose activity, negative = inhibition, most hits filed as inhibitors;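 note: potency is the fitted concentration of half-maximal effect; 0% = uninhibited 1x PFK enzyme wells and -100% = no-enzyme wells; nearly all actives have a fitted effect of over 60% in size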
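Compounds were pin-transferred as a titration series up to 57 uM into substrate buffer (0.5 mM F6P, 0.1 mM ATP, pH 8.0), then 1.25 nM PFK was added and reactions ran 45 min before ADP-Glo detection.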
Rab9 prom act = activators of Rab9 promoter; Huh7 Rab9 promoter-luciferase reporter, luminescence, 24 h; Potency, µM (titrated, usually from 9.22 µM), without a hit: top-dose activation, negative = inhibition, most hits filed as activators; 320,000 tested, 2.8% active; note: potency is the fitted concentration of half-maximal effect; % of control where 0% means no effect; nearly all actives have a fitted effect of over 60% in size
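Cell-based reporter: Huh7 stable for Rab9 promoter-driven luciferase, plated in reduced-serum medium with 10% FBS at 1500 cells/well, compound-treated 24 h at 37 °C, luminescence read after 10 min reagent.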
The depositor's hits bear a star; ? = inconclusive; . = not tested or not shown; [ ] = remark or other dose. Unless noted, calls come from the whole dose curve; as a rule, active = well fitted curve in the direction sought with a large enough effect; inconclusive = small, poorly fitted or top-dose-only effect, or another doubt; inactive = no such curve, though single readings can be large; an effect the other way counts as inactive or inconclusive.

SMILES	ELG1 genotoxic	p53 reactivator	RORgamma inh	Gal4-VP16 FLuc	FLuc counter	TRPV1 agonist	ELG1 repair inh	NPC1 promoter act	BRCA1 expr up	Tb PFK block	Rab9 prom act
O=C(Nc1nnc(-c2ccccc2Cl)o1)c1cc2cc([N+](=O)[O-])ccc2s1	-3%	-6%	-20%	-4%	-2%	-2	-5%	-5%	.	1%	-2%
COc1cc(NC(=O)c2cccs2)c(OC)cc1NC(=O)c1ccco1	-1%	5%	2%	-10%	-9%	22	-12%	-1%	3%	-3%	2%
N#CCc1ccc(OC(=O)Nc2ccccc2)cc1	13%	7%	21%	26%	?	5	?	10%	21%	-3%	17%
O=C(CN1C(=O)NC2(CCCCC2)C1=O)NCCC1=CCCCC1	0%	0%	25%	-3%	-1%	21	4%	1%	18%	0%	-1%
Cc1ccc(S(=O)(=O)NC(=O)Nc2nnc(C)s2)cc1	-1%	-5%	-16%	24%	3%	2	14%	1%	-3%	0%	1%
Cc1ccnc2nc(NC(=O)c3ccco3)nn12	?	?	18%	-6%	?	0	?	?	23%	2%	?
O=C(NNC(=O)C1CCCO1)c1ccc([N+](=O)[O-])cc1 (centres undefined)	3%	10%	-35%	17%	0%	0	7%	1%	-23%	2%	5%
CN1CCc2ccccc2C1Cc1ccccc1NC(=O)c1sc2ccccc2c1Cl (centres undefined)	-12%	3%	-36%	?	-4%	14	?	-5%	-22%	23%	-4%
CCOC(=O)c1ccccc1NC(=O)CC(C)CC(=O)O (centres undefined)	-1%	-4%	-32%	19%	-1%	2	6%	0%	-3%	-1%	-2%
COc1ccc(C(=O)NCC(=O)N/N=C/c2cccnc2)cc1OC	4%	6%	-17%	0%	4%	0	?	-2%	0%	1%	-10%
COc1ccccc1C(=O)C1CCCN(C(=O)c2cc(C(C)C)no2)C1 (centres undefined)	-5%	-2%	14%	4%	4%	6	-15%	-4%	0%	0%	1%
O=C(NC(=S)Nc1cccc(Cl)c1N1CCCCC1)c1ccco1	0%	9%	4µM*	7.1µM*	7%	?	?	-4%	-90%[inhibitor]	9%[0.46 µM]	1%
Clc1ccc(/C=N/NC2=Nc3cccc4cccc2c34)cc1	?	?	2µM*	14µM*	1.7µM*	-1	?	0.63µM*	-48%	2%	0.63µM*
COc1cc(OC)c(N(C)S(=O)(=O)c2cccc(C(=O)OCC(=O)c3c[nH]c4ccccc34)c2)cc1Cl	-9%	2%	8%	5%	-3%	0	21µM*	-3%	-66%	0%	-8%
O=C(Cc1ccc(F)cc1)Nc1ccc2[nH]ncc2c1	7%	9%	38%[1.91 µM]	7%	-13%	13	-19%	9%	22%	-8%	2%
Cc1cc(C)cc(OCC(=O)NNC(=O)CN2C(=O)c3ccccc3C2=O)c1	3%	-3%	0%	?	4%	3	0%	-3%	0%	2%	-1%
CCOc1ccc(/C=C/C(=O)Nc2ccccc2C(F)(F)F)cc1	6%	14%	39%	-7%	?	5	?	24%	104%	-1%	20%
CC1=C(C(=O)Nc2ccc(C)cn2)C(c2cnn(C)c2)C2=C(CCCC2=O)N1 (centres undefined)	-1%	-3%	2%	10%	-1%	2	?	-1%	17%	-1%	1%
O=C(COC(=O)c1cc(=O)[nH]c(=O)[nH]1)Nc1cccc(S(=O)(=O)N2CCCCC2)c1	5%	0%	14%	17%	-6%	2	?	-2%	-4%	5%	2%
CC(NCc1ccc(F)cc1)C(=O)NC1CCCCC1 (centres undefined)	8%	3%	-13%	3%	?	5	?	-8%	-14%	-9%	2%
CCOc1ccc(Cl)cc1C1=CC(=O)C[C@H](c2ccc(OC)cc2)C1	-1%	6%	.	.	0%	?	-12%	-24%	-51%	7%	0%
CCn1c(COc2ccccc2)nnc1SCC(=O)NC1CC1	-1%	0%	-25%	3%	0%	0	14%	-2%	0%	1%	17%
CS(=O)(=O)c1ccc2nc(NC(=O)C3CC(=O)N(c4ccc(F)cc4)C3)sc2c1 (centres undefined)	-9%	2%	14%	-13%	-1%	0	1%	-6%	1%	-23%	-2%
CCOC(=O)c1ccc(S(=O)(=O)N2CCN(C/C=C/c3ccccc3)CC2)cc1	1%	5%	.	.	.	.	?	.	-14%	-1%	.
O=C(NCc1cccnc1)c1cccc(S(=O)(=O)NCc2ccccc2)c1	0%	-3%	.	.	-1%	-1	-4%	-1%	-17%	-3%	0%

Profiles, quoted from the list. Order of screens: ELG1 genotoxic, p53 reactivator, RORgamma inh, Gal4-VP16 FLuc, FLuc counter, TRPV1 agonist, ELG1 repair inh, NPC1 promoter act, BRCA1 expr up, Tb PFK block, Rab9 prom act
Cc1ccc(S(=O)(=O)NC(=O)Nc2nnc(C)s2)cc1 is listed as -1%, -5%, -16%, 24%, 3%, 2, 14%, 1%, -3%, 0%, 1%
O=C(NCc1cccnc1)c1cccc(S(=O)(=O)NCc2ccccc2)c1 is listed as 0%, -3%, ., ., -1%, -1, -4%, -1%, -17%, -3%, 0%

Further structures:
SMILES	ELG1 genotoxic	p53 reactivator	RORgamma inh	Gal4-VP16 FLuc	FLuc counter	TRPV1 agonist	ELG1 repair inh	NPC1 promoter act	BRCA1 expr up	Tb PFK block	Rab9 prom act
Cc1ccc(S(=O)(=O)N2CCCCC2)cc1NC(=O)COc1ccccc1	-2%	-6%	.	.	.	.	?	.	-35%	-6%	.
Cc1ccc(C(=O)Nc2nc3ccc(S(C)(=O)=O)cc3s2)cc1C	10%	14%	-1%	0%	-1%	?	0%	14%	-6%	0%	12%
CC(C)CNC(=O)c1c2c(nc3ccccc13)-c1ccccc1CC2	-6%	3%	1%	-14%	-17%	20	?	-5%	-5%	1%	0%
CCCc1cc(C(=O)N2CCCC(C(=O)c3cccc4ccccc34)C2)n(C)n1 (centres undefined)	-10%	-4%	?	-6%	-9%	10	?	-4%	-1%	-7%	-9%
COC(=O)COc1ccc(/C=C2\SC(=O)N(CC(=O)Nc3ccccc3F)C2=O)cc1	-2%	.	-14%[1.91 µM]	20%	7%	0	-6%	-3%	1%	0%	-3%
O=C(NCc1ccco1)c1cccc2c1C(=O)c1ccc(/C=C/c3ccccc3)cc1S2(=O)=O	0%	-6%	.	.	.	.	?	.	-76%	15%	.
COc1ccc(-n2c(=S)[nH]c3cc(C(=O)NCc4ccco4)ccc3c2=O)c(OC)c1	-4%	0%	?	-10%	-2%	2	0%	-3%	-26%	4%	8%
COc1ccc(-c2nc(CSCC(=O)NCCCN3CCCC3=O)c(C)o2)cc1	4%	-8%	-24%	11µM*	1%	1	10%	0%	-2%	0%	-5%
Cc1cnn(C(=S)NCCc2ccccc2)c1	15µM*	18%	14µM*	?	19µM*	-1	?	?	?	-5%	?
O=C(CSc1nnc(-c2ccc(F)cc2)n1CC1CCCO1)NCc1ccco1 (centres undefined)	-2%	-3%	-12%	-13%	0%	-4	?	0%	-22%	1%	2%
CC(=O)N1c2ccc(S(=O)(=O)N3CCC(C(=O)Nc4ccc(C)cn4)CC3)cc2CC1C (centres undefined)	3%	-12%	25%	18%	1%	1	?	-11%	-35%	2%	-12%
c1ccc(-c2nnc(SCc3nc4ccccc4[nH]3)n2Cc2ccco2)cc1	-1%	-17%	11µM*	?	-3%	?	21µM*	-2%	-14%	-12%	6%
O=C(CCCNC(=O)/C(=C\c1ccc(F)cc1)NC(=O)c1ccccc1)OCc1ccccc1	-2%	-2%	8%	-6%	1%	2	-7%	2%	-6%	-4%	4%
CC(=O)Nc1ccc(NC(=O)C(C)OC(=O)c2ccc3ccccc3n2)cc1 (centres undefined)	1%	-5%	.	.	-2%	1	5%	-1%	5%	-10%	-2%
COc1ccc(NC(=O)C2CCN(C(=O)NC3CCCCC3)CC2)c(OC)c1	5%	-3%	10%	-5%	2%	-1	9%	-1%	0%	-6%	8%
COc1ccc(C(C(=O)NC2CCCC2)N(C(=O)c2ccco2)c2ccc(OC)c(OC)c2)cc1 (centres undefined)	-3%	-10%	8%	3%	-1%	1	-15%	-2%	-31%	1%	-5%
NC(=O)c1sc2nc3c(c(-c4ccco4)c2c1N)CCC3	-25%	-12%	5%	10%	-11%	-1	?	17%	5%	-19%	-1%
COc1cccc(C2=NOC(C(=O)Nc3ccc4c(c3)OCO4)C2)c1 (centres undefined)	5%	3%	14%	-1%	-13%	26	4%	-5%	-1%	-3%	-6%
CCCC(=O)OCCNC(=O)c1cc2ccccc2oc1=O	3%	?	-9%	16%	-6%	7	6%	4%	16%	5%	3%
O=C(CN1C(=O)NC2(CCCCCC2)C1=O)NCc1cccs1	3%	-6%	5%	-3%	-4%	0	14%	0%	7%	-9%	-1%
CC(C)CCNC(=O)c1cc(-c2cccs2)nc2ccccc12	-14%	0%	-1%	5%	-2%	-8	-24%	5%	-36%	10%	1%

Screening data: PubChem, National Center for Advancing Translational Sciences (NCATS)
